LYPLA1 inh = counter-screen for PME1 inhibitors: inhibitors of human LYPLA1; O75608; 0.16% of 320,000 active; inhibition, % at 5.9 µM; recombinant LYPLA1, FP-Rh probe fluorescence polarization;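 active = inhibition above the mean of all tested compounds plus 3 SD, set per campaign, cut at about 14% in these data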;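 note: inhibitors block serine hydrolase probe labeling of LYPLA1 so polarization falls; 0% = enzyme with DMSO and 100% = wells lacking LYPLA1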
Target sequence (O75608 whole entry, looked up): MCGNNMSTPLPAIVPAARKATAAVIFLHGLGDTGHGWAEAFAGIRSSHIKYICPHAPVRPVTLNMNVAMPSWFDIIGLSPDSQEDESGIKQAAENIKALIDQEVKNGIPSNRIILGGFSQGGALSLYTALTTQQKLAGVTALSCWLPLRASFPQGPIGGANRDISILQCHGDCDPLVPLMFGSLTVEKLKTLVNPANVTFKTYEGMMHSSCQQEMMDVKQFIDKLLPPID
PREPL inhibitor = inhibitors of human prolyl oligopeptidase-like enzyme PREPL. Q4J6C6. recombinant PREPL, fluorescence polarization activity-based probe. inhibition, % at 5.96 µM. 0.68% of 320,000 active; in the data active = inhibition above about 43%;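 note: 0% = enzyme with DMSO and 100% = wells lacking enzyme; many of its hits are not listed in these tables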
GSTO1 inh = blocks human GSTO1 in RBBP9 counter-screen | AID 1974 | recombinant GSTO1, activity-based probe fluorescence polarization | 1.1% of 300,000 active | inhibition, % at 5.96 µM;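 active = inhibition above the campaign mean inhibition plus 3 SD, cut at about 35% in these data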;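 note: 0% = GSTO1-1 with DMSO and 100% = wells lacking GSTO1-1 enzyme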
Target sequence (P78417 whole entry, looked up): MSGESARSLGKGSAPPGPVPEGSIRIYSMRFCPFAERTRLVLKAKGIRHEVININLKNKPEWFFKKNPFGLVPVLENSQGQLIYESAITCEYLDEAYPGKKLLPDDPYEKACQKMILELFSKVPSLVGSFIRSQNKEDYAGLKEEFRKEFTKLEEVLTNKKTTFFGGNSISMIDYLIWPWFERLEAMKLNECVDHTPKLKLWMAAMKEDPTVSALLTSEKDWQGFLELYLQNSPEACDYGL
PAFAH1B2 FP inh = inhibitors of human PAFAH1B2 | P68402 | recombinant PAFAH1B2, FP-rhodamine activity probe, fluorescence polarization | inhibition, % at 3.39 µM | 1.2% of 340,000 active;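 active = inhibition above the mean of all tested compounds plus 3 SD, cut at about 24% in these data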;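 note: 0% = enzyme with DMSO and 100% = wells lacking PAFAH1B2; many of its hits are not listed in these tables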
PAFAH2 inh = inhibitors of human PAFAH2. 0.99% of 340,000 active. inhibition, % at 3.39 µM. recombinant PAFAH2, FP-rhodamine activity probe, fluorescence polarization;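 active = inhibition above the mean over all tested compounds plus 3 SD, cut at about 30% in these data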;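 note: inhibitors block probe labeling of enzyme so polarization drops; 0% = enzyme with DMSO and 100% = wells lacking PAFAH2 protein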
PAD4 inh = inhibitors of human PAD4; recombinant PAD4, RCA probe fluorescence polarization; 0.41% of 330,000 active; AID 485272; inhibition, % at 6.36 µM;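 active = percent inhibition above a cutoff equal to the mean of all tested compounds plus 3 SD, cut at about 15% in these data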;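 note: 0% = PAD4 with RCA probe and DMSO and 100% = probe without PAD4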
LYPLA2 inh = counter-screen for PME1 inhibitors: inhibitors of human LYPLA2; O95372; recombinant LYPLA2, FP-Rh probe fluorescence polarization; inhibition, % at 5.9 µM; 0.38% of 320,000 active; AID 2177;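 active = inhibition above the screen-wide mean plus 3 SD, limit set per campaign, cut at about 26% in these data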;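 note: 0% = LYPLA2 with DMSO and 100% = wells lacking LYPLA2 enzyme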
Target sequence (O95372 whole entry, looked up): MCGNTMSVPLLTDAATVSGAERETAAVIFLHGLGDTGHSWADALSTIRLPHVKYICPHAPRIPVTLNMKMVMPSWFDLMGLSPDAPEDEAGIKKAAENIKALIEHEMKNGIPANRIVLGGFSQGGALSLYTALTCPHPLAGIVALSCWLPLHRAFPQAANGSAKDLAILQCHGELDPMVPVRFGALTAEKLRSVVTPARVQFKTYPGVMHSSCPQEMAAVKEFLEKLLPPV
PAFAH1B3 inh = blocks human PAF acetylhydrolase 1B catalytic subunit 3. 0.28% of 340,000 active. AID 492972. recombinant PAFAH1B3, FP-rhodamine probe, fluorescence polarization. Q15102. inhibition, % at 3.39 µM;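 active = inhibition above the screen-wide average of all tested compounds plus 3 SD, cut at about 25% in these data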;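 note: 0% = enzyme with DMSO only and 100% = wells lacking PAFAH1B3 protein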
Target sequence (Q15102 whole entry, looked up): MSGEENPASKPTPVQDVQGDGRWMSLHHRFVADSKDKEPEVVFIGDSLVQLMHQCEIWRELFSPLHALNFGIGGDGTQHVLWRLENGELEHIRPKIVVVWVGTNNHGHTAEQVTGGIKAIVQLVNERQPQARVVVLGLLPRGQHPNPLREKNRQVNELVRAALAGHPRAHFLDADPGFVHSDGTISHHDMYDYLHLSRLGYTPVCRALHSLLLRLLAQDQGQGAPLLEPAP
pPAFAH inh = inhibitors of human plasma PAF acetylhydrolase (pPAFAH). Q13093. recombinant pPAFAH, FP-rhodamine probe fluorescence polarization. inhibition, % at 3.39 µM. 1.5% of 330,000 active. AID 463082;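 active = inhibition above the mean inhibition across the screen plus 3 SD, cut at about 25% in these data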;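 note: inhibitors block binding of the rhodamine activity-based probe so polarization drops; 0% = enzyme with DMSO and 100% = wells lacking pPAFAH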
Active calls of the source: *. This is a subset, so the mix of outcomes need not match the whole.

For CCN1C(=O)C2C(c3ccccc3F)NC(Cc3ccc(O)cc3)(C(=O)OC)C2C1=O (stereo unspecified) the results were LYPLA1 inh 1, PREPL inhibitor 9, GSTO1 inh 3, PAFAH1B2 FP inh 7, PAFAH2 inh 7, PAD4 inh 0, LYPLA2 inh 2, PAFAH1B3 inh 7 and pPAFAH inh 48*.
Screening COc1cc(C(C)=O)ccc1OC(=O)c1cc2cccc(OC)c2oc1=O returned LYPLA1 inh 0, PREPL inhibitor -7, GSTO1 inh 9, PAFAH1B2 FP inh 11, PAFAH2 inh 7, PAD4 inh 0, LYPLA2 inh 2, PAFAH1B3 inh 1 and pPAFAH inh -2.
O=C(O)c1cccc(-c2ccc(/C=N/n3cnnc3)o2)c1 was read as LYPLA1 inh 0, PREPL inhibitor 3, GSTO1 inh 0, PAFAH1B2 FP inh 6, PAFAH2 inh 4, PAD4 inh 3, LYPLA2 inh 3, PAFAH1B3 inh 8 and pPAFAH inh -1.
`O=C(COC(=O)CCC(=O)c1ccc(F)cc1)Nc1cccc(S(=O)(=O)N2CCCC2)c1` gave LYPLA1 inh -6, PREPL inhibitor 3, GSTO1 inh 12, PAFAH1B2 FP inh 4, PAFAH2 inh 0, PAD4 inh 0, LYPLA2 inh 0, PAFAH1B3 inh 3 and pPAFAH inh 11.
Screening C=CCN(CC=C)C(=O)C1CCN(S(=O)(=O)c2ccc(-n3cnnn3)cc2)CC1 returned LYPLA1 inh 1, PREPL inhibitor -4, GSTO1 inh 2, PAFAH1B2 FP inh 0, PAFAH2 inh -5, PAD4 inh -1, LYPLA2 inh -3, PAFAH1B3 inh 6 and pPAFAH inh 0.
For COc1ccc(CCN=C(NS(=O)(=O)c2ccccc2)c2ccccc2)cc1OC the results were LYPLA1 inh 2, PREPL inhibitor 1, GSTO1 inh -6, PAFAH1B2 FP inh 1, PAFAH2 inh 11, PAD4 inh -2, LYPLA2 inh 4, PAFAH1B3 inh 6 and pPAFAH inh 6.
Screening COc1cnc(-c2ccccn2)nc1Sc1ccc(C)cc1 returned LYPLA1 inh -3, PREPL inhibitor 37, GSTO1 inh 9, PAFAH1B2 FP inh 1, PAFAH2 inh 4, PAD4 inh -3, LYPLA2 inh -6, PAFAH1B3 inh 7 and pPAFAH inh 15.
For CCN(CC)S(=O)(=O)c1ccc(Cl)c(C(=O)Nc2cc(C)nn2-c2ccccc2)c1 the results were LYPLA1 inh -1, PREPL inhibitor 2, GSTO1 inh 7, PAFAH1B2 FP inh 6, PAFAH2 inh -5, PAD4 inh 2, LYPLA2 inh 4, PAFAH1B3 inh 6 and pPAFAH inh 7.
For COc1ccc(-c2cc(C(=O)N3CCCCCC3)no2)cc1 the results were LYPLA1 inh 0, PREPL inhibitor 1, GSTO1 inh -3, PAFAH1B2 FP inh 5, PAFAH2 inh -4, PAD4 inh -6, LYPLA2 inh 3, PAFAH1B3 inh 7 and pPAFAH inh 10.
Screening c1ccc([C@H]2CC3C[C@@H](c4ccccc4)N2O3)cc1 returned LYPLA1 inh 0, PREPL inhibitor -10, GSTO1 inh 0, PAFAH1B2 FP inh 5, PAFAH2 inh 3, PAD4 inh 2, LYPLA2 inh -5, PAFAH1B3 inh -1 and pPAFAH inh 0.
For O=C(NNC(=O)c1ccccc1OCc1ccc(F)cc1)c1ccncc1 the results were LYPLA1 inh -5, PREPL inhibitor 5, GSTO1 inh 7, PAFAH1B2 FP inh 3, PAFAH2 inh 2, PAD4 inh -5, LYPLA2 inh 0, PAFAH1B3 inh 7 and pPAFAH inh -2.
CCC(C)NC(=O)c1c(C)cc(=O)oc1C (stereo unspecified) was read as LYPLA1 inh 0, PREPL inhibitor 1, GSTO1 inh 1, PAFAH1B2 FP inh 6, PAFAH2 inh 8, PAD4 inh -1, LYPLA2 inh -2, PAFAH1B3 inh 5 and pPAFAH inh 1.
For NC(=O)[C@@H]1CCCN1Cc1nc(Cc2cccc(C(F)(F)F)c2)no1 the results were LYPLA1 inh -2, PREPL inhibitor 5, GSTO1 inh -1, PAFAH1B2 FP inh 4, PAFAH2 inh 4, PAD4 inh 0, LYPLA2 inh -4, PAFAH1B3 inh 9 and pPAFAH inh 11.
`CCCCNC(=S)N(CCO)Cc1cc2cc3c(cc2[nH]c1=O)OCCO3` gave LYPLA1 inh 1, PREPL inhibitor -6, GSTO1 inh 6, PAFAH1B2 FP inh 5, PAFAH2 inh -3, PAD4 inh 1, LYPLA2 inh 2, PAFAH1B3 inh 8 and pPAFAH inh 4.
For OCC1CCCN(c2ncnc3scc(-c4ccccc4)c23)C1 (stereo unspecified) the results were LYPLA1 inh -3, PREPL inhibitor -2, GSTO1 inh 7, PAFAH1B2 FP inh -2, PAFAH2 inh 5, PAD4 inh -1, LYPLA2 inh -11, PAFAH1B3 inh 8 and pPAFAH inh 5.
O=c1oc2ccccc2c2[nH]ccc12 was read as LYPLA1 inh -1, PREPL inhibitor 1, GSTO1 inh -3, PAFAH1B2 FP inh -1, PAFAH2 inh 8, PAD4 inh 1, LYPLA2 inh 0, PAFAH1B3 inh 12 and pPAFAH inh 3.
For COC(=O)c1cc2sc(Cl)cc2n1CC(=O)NCC1CCCO1 (stereo unspecified) the results were LYPLA1 inh -4, PREPL inhibitor 15, GSTO1 inh -1, PAFAH1B2 FP inh 3, PAFAH2 inh 4, PAD4 inh 5, LYPLA2 inh 4, PAFAH1B3 inh 0 and pPAFAH inh -4.
`O=C(Nc1sc2c(c1C(=O)NCC1CCCO1)CCCC2)c1cccs1` (stereo unspecified) gave LYPLA1 inh -2, PREPL inhibitor 32, GSTO1 inh 1, PAFAH1B2 FP inh -1, PAFAH2 inh 6, PAD4 inh -3, LYPLA2 inh 0, PAFAH1B3 inh 10 and pPAFAH inh 6.
`Cc1cc(NC(=O)CSc2nc3c(cc2C#N)CCCCC3)no1` gave LYPLA1 inh 1, PREPL inhibitor -8, GSTO1 inh 3, PAFAH1B2 FP inh 2, PAFAH2 inh -6, PAD4 inh -3, LYPLA2 inh -1, PAFAH1B3 inh 5 and pPAFAH inh 1.
Screening Cc1c(C(=O)NC(=S)Nc2ccc3c4c(cccc24)CC3)cccc1[N+](=O)[O-] returned LYPLA1 inh 1, PREPL inhibitor 12, GSTO1 inh -6, PAFAH1B2 FP inh 0, PAFAH2 inh 1, PAD4 inh -6, LYPLA2 inh -5, PAFAH1B3 inh 0 and pPAFAH inh -1.

4 compounds picked at random from those above:
Screening Cc1c(C(=O)NC(=S)Nc2ccc3c4c(cccc24)CC3)cccc1[N+](=O)[O-] returned LYPLA1 inh 1, PREPL inhibitor 12, GSTO1 inh -6, PAFAH1B2 FP inh 0, PAFAH2 inh 1, PAD4 inh -6, LYPLA2 inh -5, PAFAH1B3 inh 0 and pPAFAH inh -1.
Screening COc1cnc(-c2ccccn2)nc1Sc1ccc(C)cc1 returned LYPLA1 inh -3, PREPL inhibitor 37, GSTO1 inh 9, PAFAH1B2 FP inh 1, PAFAH2 inh 4, PAD4 inh -3, LYPLA2 inh -6, PAFAH1B3 inh 7 and pPAFAH inh 15.
CCC(C)NC(=O)c1c(C)cc(=O)oc1C (stereo unspecified) was read as LYPLA1 inh 0, PREPL inhibitor 1, GSTO1 inh 1, PAFAH1B2 FP inh 6, PAFAH2 inh 8, PAD4 inh -1, LYPLA2 inh -2, PAFAH1B3 inh 5 and pPAFAH inh 1.
For CCN1C(=O)C2C(c3ccccc3F)NC(Cc3ccc(O)cc3)(C(=O)OC)C2C1=O (stereo unspecified) the results were LYPLA1 inh 1, PREPL inhibitor 9, GSTO1 inh 3, PAFAH1B2 FP inh 7, PAFAH2 inh 7, PAD4 inh 0, LYPLA2 inh 2, PAFAH1B3 inh 7 and pPAFAH inh 48*.

(further entries)
CCOC(=O)C1=C(C)C(c2ccc(OC)cc2)NC(=O)N1 (stereo unspecified) was read as LYPLA1 inh 5, PREPL inhibitor 6, GSTO1 inh -2, PAFAH1B2 FP inh -4, PAFAH2 inh 5, PAD4 inh 3, LYPLA2 inh -2, PAFAH1B3 inh 5 and pPAFAH inh 0.
Cc1ccc(CNc2oc(-c3ccco3)nc2C#N)cc1 was read as LYPLA1 inh 1, PREPL inhibitor 4, GSTO1 inh 0, PAFAH1B2 FP inh 13, PAFAH2 inh 0, PAD4 inh -1, LYPLA2 inh 3, PAFAH1B3 inh 8 and pPAFAH inh 3.
`Cc1coc2c(C)c3oc(=O)c(CCC(=O)N[C@@H](C)C(=O)N[C@@H](Cc4ccccc4)C(=O)O)c(C)c3cc12` gave LYPLA1 inh -1, PREPL inhibitor 8, GSTO1 inh -10, PAFAH1B2 FP inh 6, PAFAH2 inh 5, PAD4 inh 0, LYPLA2 inh 12, PAFAH1B3 inh 4 and pPAFAH inh 14.
Screening CCn1c(SCC(=O)OC(C)C)nnc1-c1ccccc1 returned LYPLA1 inh 4, PREPL inhibitor 3, GSTO1 inh -4, PAD4 inh 0, LYPLA2 inh -3 and pPAFAH inh 1.
For COc1ccc(-c2csc3ncnc(N4CCN(c5ccccc5[N+](=O)[O-])CC4)c23)cc1 the results were LYPLA1 inh 1, PREPL inhibitor 12, GSTO1 inh 6, PAFAH1B2 FP inh -5, PAFAH2 inh -1, PAD4 inh 2, LYPLA2 inh 2, PAFAH1B3 inh -1 and pPAFAH inh -2.
Screening O=C(CN1CCOCC1)N1CCN(S(=O)(=O)c2ccccc2)C1c1ccccc1 (stereo unspecified) returned LYPLA1 inh 1, PREPL inhibitor 2, GSTO1 inh -9, PAFAH1B2 FP inh 4, PAFAH2 inh -4, PAD4 inh 0, LYPLA2 inh 1, PAFAH1B3 inh 2 and pPAFAH inh 1.
Screening COc1cc2c(cc1OC)C(C(=O)NCc1cccnc1)C(c1cccnc1)N(C)C2=O (stereo unspecified) returned LYPLA1 inh 2, PREPL inhibitor 9, GSTO1 inh 7, PAFAH1B2 FP inh 4, PAFAH2 inh 2, PAD4 inh -3, LYPLA2 inh 7, PAFAH1B3 inh 10 and pPAFAH inh 5.
O=C(CCn1cnc2ccccc21)N/N=C/C=C/c1ccccc1 was read as LYPLA1 inh -1, PREPL inhibitor -8, GSTO1 inh 6, PAD4 inh -3, LYPLA2 inh 3 and pPAFAH inh 7.
For O=C(Nc1ccccc1)N1CCN(C2c3ccccc3-c3ccccc32)CC1 the results were LYPLA1 inh -1, PREPL inhibitor -23, GSTO1 inh 0, PAFAH1B2 FP inh 2, PAFAH2 inh 2, PAD4 inh 3, LYPLA2 inh 0, PAFAH1B3 inh 0 and pPAFAH inh 1.
For CC(C)(C)C(=O)Nc1ccc(/C=C/C(=O)c2ccco2)cc1 the results were LYPLA1 inh -3, PREPL inhibitor 13, GSTO1 inh 0, PAFAH1B2 FP inh 5, PAFAH2 inh 5, PAD4 inh -7, LYPLA2 inh -2, PAFAH1B3 inh 1 and pPAFAH inh 0.
For COc1ccc(NC(=S)N(CCN(C)C)C(C)c2ccco2)cc1Cl (stereo unspecified) the results were LYPLA1 inh -2, PREPL inhibitor -7, GSTO1 inh 1, PAFAH1B2 FP inh 9, PAFAH2 inh 0, PAD4 inh -2, LYPLA2 inh 5, PAFAH1B3 inh 5 and pPAFAH inh 2.
Screening CC1(C)C([N+](=O)[O-])C(c2ccc(Cl)cc2)NC(c2ccc(Cl)cc2)C1[N+](=O)[O-] (stereo unspecified) returned LYPLA1 inh -8, PREPL inhibitor -13, GSTO1 inh -7, PAFAH1B2 FP inh -6, PAFAH2 inh -18, PAD4 inh 0, LYPLA2 inh -15, PAFAH1B3 inh 9 and pPAFAH inh 3.

Source: PubChem BioAssay
